# GALK inh: qHTS Assay for Inhibitors of Human Galactokinase (GALK); P51570; AID 1868, 2009; Potency, µM (highest dose often 57.5 µM), for the others: at the highest dose activity change, negative = inhibition, most hits filed as inhibitors; Purified GALK, Kinase-Glo residual ATP luminescence; 0.007% of 270,000 active; further: potency means the concentration at half of the fitted maximal effect; on the % scale 0 is the no-effect control and ±100 the full control effect
#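 GALK at 5 nM final was combined with compound, 35 uM ATP and 100 uM galactose in HEPES pH8.0 with MgCl2 and DTT. The reaction ran one hour at room temperature before luminescent ATP detection.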
# USP2a block: qHTS Assay for Inhibitors of Ubiquitin-specific Protease USP2a Using CHOP2 as the Reporter | Ubiquitin carboxyl-terminal hydrolase 2 (Homo sapiens), O75604 | USP2 core, Ub-CHOP2 coupled fluorogenic reporter, 485/531 | Potency, µM (series often up to 38.3 µM), inactives show at the top dose activity change, negative = inhibition, most hits filed as inhibitors | 0.01% of 330,000 active;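 further: potency means the concentration at half of the fitted maximal effect; plate controls were DMSO wells for no effect and full inhibition by NEM control for full effect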
#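 Deubiquitinase activity read as fluorescence (485/531 nm) after Ub-CHOP2 cleavage activates the enterokinase reporter on its substrate; USP2 core 10nM, Ub-CHOP2 and substrate 25nM each, 30min compound preincubation then 60min RT; data normalized to NEM, curves fitted.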
# Menin MLL FP TR: qHTS Assay for Inhibitors Targeting the Menin-MLL Interaction in MLL Related Leukemias: Competition With Texas Red Labeled MLL-derived Mutant Peptide; O00255; Menin + Texas Red MLL mutant peptide, fluorescence polarization; Potency, µM (top dose mostly 61.6 µM), for inactives: at the top dose FP activity change, negative = inhibition, actives largely listed as inhibitors; 0.23% of 270,000 active; active means well fitted inhibition curve with a large enough effect in the polarisation, with a control signal flat, not every such curve was filed as active; inconclusive means small, poorly fitted or top-dose-only effect, or effect the other way, or a change in a side signal; inactive means no such curve, though single readings can be large or run the other way; the % refers to the polarisation; further: potency means the concentration at half of the fitted maximal effect; % of control where 0% means no effect; many of its hits are not listed in these tables
# MBNL1-CUG inh: qHTS Assay for Inhibitors of MBNL1-poly(CUG) RNA binding; Muscleblind-like protein 1 (Homo sapiens), Q9NR56; TR-FRET MBNL1-His/biotin-(CUG)12 binding, 665/545 ratio; Potency, µM (highest dose often 57.5 µM), for the others: at the top dose activity change, negative = inhibition, usual class: inhibitors; 0.036% of 280,000 active; AID 2675, 2010; active means well fitted inhibition curve with a large enough effect in the signal ratio, with a control signal flat, not every such curve was filed as active; inconclusive means small, poorly fitted or top-dose-only effect, or effect the other way, or a change in a side signal; inactive means no such curve, though single readings can be large or run the other way; the % refers to the signal ratio; further: potency means the concentration at half of the fitted maximal effect; on the % scale 0 is the no-effect control and ±100 the full control effect
# Target sequence (Q9NR56 whole entry, looked up): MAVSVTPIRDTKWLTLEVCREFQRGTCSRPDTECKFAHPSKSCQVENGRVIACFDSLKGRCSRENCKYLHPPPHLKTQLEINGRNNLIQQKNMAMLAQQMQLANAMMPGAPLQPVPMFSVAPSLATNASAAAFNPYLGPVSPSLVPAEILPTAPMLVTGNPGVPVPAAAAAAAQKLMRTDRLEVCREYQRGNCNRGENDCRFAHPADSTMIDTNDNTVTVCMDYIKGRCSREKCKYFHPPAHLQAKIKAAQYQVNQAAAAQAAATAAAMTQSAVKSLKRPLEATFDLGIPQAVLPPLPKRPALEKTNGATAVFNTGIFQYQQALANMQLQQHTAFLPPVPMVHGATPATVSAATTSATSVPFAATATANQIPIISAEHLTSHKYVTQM
#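 TR-FRET between His-tagged MBNL1 and biotin-(CUG)12 RNA, detected with Tb anti-His antibody (0.055 ng/ul) and streptavidin-XL665 (5 nM), 60 min at room temperature. Compounds titrated 92 nM to 58 uM; 665/545 nm ratio normalized to buffer and complex controls.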
# Chronic BCR inh: qHTS Assay to Find Inhibitors of Chronic Active B-Cell Receptor Signaling; ABC-DLBCL IkBa-CBG/CBR reporter, luminescence ratio, 4 h; 0.05% of 340,000 active; Potency, µM (highest dose often 46.1 µM), inactives show at the top dose ratio change, negative = lower green/red ratio, actives largely listed as inhibitors; active means well fitted inhibition curve with a large enough effect in the signal ratio, with a control signal flat, not every such curve was filed as active; inconclusive means small, poorly fitted or top-dose-only effect, or effect the other way, or a change in a side signal; the % refers to the signal ratio;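 further: potency means the concentration at half of the fitted maximal effect; plate controls were basal doxycycline-induced cells for no effect and cells given 10 µM MG132 for full effect; MG132 reads +100%, hits lower the ratio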
#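 Compounds up to 46 uM were incubated four hours with TMD8 cells whose green CBG68 luciferase is fused to IkappaBalpha; red CBR luminescence normalised the signal, and concentration-effect curves were fitted to fusion, red and ratio data.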
# S-ASM inh: Inhibitors of Secretory Acid Sphingomyelinase (S-ASM): qHTS; AID 504937, 2011; placental ASM, HMU-PC fluorogenic substrate, 60 min; 0.006% of 340,000 active; Potency, µM (series often up to 57.5 µM), for inactives: at the highest dose activity change, negative = inhibition, hits mostly inhibitors; Sphingomyelin phosphodiesterase (Homo sapiens), P17405; further: potency means the concentration at half of the fitted maximal effect
#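 Fluorogenic HMU-PC substrate (9 uM final) is turned over by placental ASM in 60 min at 37 C after a 10 min compound preincubation. Reaction ended by alkaline stop (pH 10), with fluorescence read at 386/447 nm.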
# KCNH2 WT inh: qHTS for Inhibitors of KCHN2 3.1: Wildtype qHTS; activity change, % at 1.84 µM; Voltage-gated inwardly rectifying potassium channel KCNH2 (Homo sapiens), Q12809; U2OS, BacMam KCNH2, thallium flux FluxOr; hits give low values; AID 720551, 2013; 0.37% of 340,000 active;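 active means maximum activity change below -70%; inconclusive means maximum activity change between -70% and -50%; inactive means maximum activity change above -50%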; further: on the % scale 0 is the no-effect control and ±100 the full control effect
#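 U2OS cells were transduced with wild-type KCNH2 virus (2.03 x 10^8 / mL) for 4 h at room temperature, then cultured overnight at 37 C. Thallium flux was read with FluxOr dye. Rate constants were normalized to DMSO controls.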
# Eya2 inh: qHTS Assay for Inhibitors of the Phosphatase Activity of Eya2; Potency, µM (series often up to 76.9 µM), inactives show at the top dose activity, negative = inhibition, usual class: inhibitors; 0.006% of 330,000 active; recombinant Eya2, OMFP fluorescence dephosphorylation (OMFP is methylfluorescein phosphate); Protein phosphatase EYA2 (Homo sapiens), O00167; further: potency means the concentration at half of the fitted maximal effect; on the % scale 0 is the no-effect control and ±100 the full control effect
# Target sequence (O00167 whole entry, looked up): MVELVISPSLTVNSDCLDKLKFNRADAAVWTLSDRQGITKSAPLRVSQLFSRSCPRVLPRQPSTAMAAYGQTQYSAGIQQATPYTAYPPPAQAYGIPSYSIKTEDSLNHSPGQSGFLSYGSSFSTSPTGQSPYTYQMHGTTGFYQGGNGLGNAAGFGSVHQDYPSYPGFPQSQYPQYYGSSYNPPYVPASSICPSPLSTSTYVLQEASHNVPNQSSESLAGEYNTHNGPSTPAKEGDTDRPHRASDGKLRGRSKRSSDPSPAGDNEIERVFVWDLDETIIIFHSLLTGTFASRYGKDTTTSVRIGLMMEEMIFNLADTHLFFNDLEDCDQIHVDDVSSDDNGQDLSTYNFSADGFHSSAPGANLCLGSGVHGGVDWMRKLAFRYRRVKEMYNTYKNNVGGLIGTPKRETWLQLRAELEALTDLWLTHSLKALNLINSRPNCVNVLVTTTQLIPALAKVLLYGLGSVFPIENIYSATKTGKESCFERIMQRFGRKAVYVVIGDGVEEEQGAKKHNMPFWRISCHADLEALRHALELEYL
#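 Eya2 protein (added as 0.2 uM solution) was preincubated with compound for 10 min at ambient temperature in 50 mM HEPES pH 7.5, 50 mM NaCl, 5 uM MgCl2, 0.05% BSA, 1 mM DTT. OMFP (added at 50 uM) then reacted 10 min; fluorescence read at 485/525 nm.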
# Mito fusion yeast: qHTS Assay for Small Molecule Inhibitors of Mitochondrial Division or Activators of Mitochondrial Fusion | S. cerevisiae fusion-defective mutant growth rescue, CellTiterGlo 48 h | Potency, µM (doses to about 46.1 µM), for inactives: at the highest dose growth rescue (activation), usual class: activators | 0.23% of 320,000 active | AID 485298, 2010;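 further: potency means the concentration at half of the fitted maximal effect; % of control where 0% means no effect; nearly all actives have a fitted effect of over 45% in size; temperature-sensitive fusion mutants such as fzo1-1 at 37 °C on non-fermentable ethanol glycerol medium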
#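 Growth-rescue viability read-out: after 48 h at the non-permissive 37C in glycerol/ethanol YPEG, yeast mitochondrial fusion mutants are measured by CellTiterGlo luminescence; compounds (23 nl pinned per well) restoring growth score as division inhibitors or fusion activators.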
# TSHR antagonist: Antagonists of the Thyroid Stimulating Hormone Receptor: HTS campaign. activity change, negative = inhibition, % at 11.5 µM. TSHR-expressing cells, TSH-stimulated cAMP HTRF, 2 h; hits give low values. 0.2% of 330,000 active;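 active means activity change below a set negative limit, meaning inhibition stronger than a set level, cut at about -70% in these data; inconclusive means activity change between two set negative limits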; further: on the % scale 0 is the no-effect control and ±100 the full control effect
#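 Read-out is FRET at 665 nm (cryptate excitation 337 nm) from a cryptate-tagged anti-cAMP antibody, competed by cell cAMP against cAMP-d2. Compounds are tested on freshly harvested TSHR cells challenged with 4nM TSH (EC80) for 2 hours at 37 deg C.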
# PKM2 activator: qHTS Assay for Activators of Human Muscle isoform 2 Pyruvate Kinase. Potency, µM (top dose mostly 57.5 µM), inactives show at the highest dose activation, usual class: activators. purified PKM2, Kinase-Glo ATP luminescence, activation; response scale: 0% is enzyme alone, no compound. Pyruvate kinase PKM (Homo sapiens), P14618. AID 1631, 2009. 0.34% of 260,000 active; further: potency means the concentration at half of the fitted maximal effect; on the % scale 0 is the no-effect control and ±100 the full control effect; nearly all actives have a fitted effect of over 55% in size
#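 Purified hPK-M2 (>95% pure) converted ADP (0.1 mM final) to ATP with 0.5 mM PEP in 50 mM imidazole pH7.2, KCl, MgCl2, Tween 20, BSA; 1 h at room temperature. ATP detected by Kinase-Glo luminescence.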
# The depositor's hits bear a star; u = inconclusive; x = not tested or not shown; [ ] = remark or other dose. Unless noted, the call rests on the fitted dose curve; in most records, active means well fitted curve in the direction sought with a large enough effect; inconclusive means small, poorly fitted or top-dose-only effect, or another doubt; inactive means no such curve, though single readings can be large; an effect the other way counts as inactive or inconclusive. Some of the compounds tested; the hit share may differ from the screen's.
SMILES,GALK inh,USP2a block,Menin MLL FP TR,MBNL1-CUG inh,Chronic BCR inh,S-ASM inh,KCNH2 WT inh,Eya2 inh,Mito fusion yeast,TSHR antagonist,PKM2 activator
COC(=O)C(Cc1ccc(O)cc1)NC(=O)c1ccccc1 (stereo unspecified),-2%,0%,x,-1%,u,1%,-4,-11%,-7%,12,-2%
CCC1(C)Cc2ccccc2-c2nc(-c3ccccc3)oc(=O)c21 (stereo unspecified),1%,1%,3%,3%,4%,-3%,3,8%,8%,-8,-1%
Cc1ccc(C(=O)NC(C(=O)NC2CCCC2)c2ccccc2)cc1 (stereo unspecified),6%,4%,-12%,-5%,8%,-1%,-1,-1%,2%,0,3%[11.5 µM]
Oc1ccc(C2C(c3ccccc3)=NN=C(c3ccccc3F)N2O)c(O)c1 (stereo unspecified),x,-2%,4%,3%[11.5 µM],-1%,6%,3,10%,6%,4,5%
Cc1n[nH]c(C)c1CCC(=O)N/N=C/c1cccc([N+](=O)[O-])c1,10%,-1%,-2%,u,-2%,1%,-3,-13%,-3%,4,1%
OC(COc1cccc2ccccc12)CN1CCCC1 (stereo unspecified),1%,2%,5%,-4%,-8%,3%,1,-19%,-4%,0,-6%
COc1ccc(C(=O)NCC(=O)OCC(=O)NCc2ccco2)cc1,x,0%,x,x,-1%,0%,-10,1%,x,-1,x
O=[N+]([O-])c1ccc(S(=O)(=O)NCCc2cn3ccccc3n2)cc1,x,4%,1%,u,1%,-6%,7,-3%,-2%,-1,0%
O=C(COC(=O)c1n[nH]c2ccccc12)Nc1ccc([N+](=O)[O-])cc1,1%,1%,u,-6%,u,21%,2,1%,-2%,-4,-1%
CC(=O)Nc1ccc(C(=O)NNC(=O)c2ccc(Cl)cc2Cl)cc1,-6%,2%,-25%,1%,4%,0%,-1,39%,0%,-12,8%
CCOC(=O)C1(Cc2ccccc2C)CCCN(S(=O)(=O)c2cccnc2)C1 (stereo unspecified),-1%,-4%,-5%,4%,8%,-3%,7,-7%,9%,-18,16%
S=C(NCc1ccccc1)N1CCN(c2cccc(Cl)c2)CC1,-1%,7%,u,1%,8%,-3%,1,1%,-2%,-4,-5%
C=CCN(CC=C)S(=O)(=O)c1ccc(NC(=O)COc2ccccc2OC)cc1,-4%,-1%,9%,-7%,-7%,2%,-7,-3%,10%,-6,u
CCOC(=O)C1(S(=O)(=O)c2ccccc2)CCN(Cc2ccccc2)CC1,-1%,1%,-24%,12%,-1%,-3%,-1,5%,-2%,1,-2%
CCOCCCNC(=O)N[C@@H](Cc1ccccc1)C(=O)OC,7%,0%,1%,12%,1%,1%,4,-4%,2%,-6,-2%
CCCOc1ccc(C(C)=O)cc1CN1CCOCC1,2%,-1%,-8%,-6%,-5%,4%,10,-7%,-1%,-2,1%
O=C(CNC(=S)N(Cc1ccccc1)Cc1ccccc1F)NCc1ccc(Cl)cc1,0%,-7%,16%,x,u,-1%,-11,-1%,-8%,-24,3%
COc1ccc(NC(=S)N2CCN(Cc3ccccc3)CC2)cc1,-2%,-3%,1%,-3%,-2%,2%,-5,-27%,5%,-5,-11%
CCOc1c(C)cnc2c1c(=O)n(Cc1c(F)cccc1Cl)c(=O)n2C,8%,0%,-14%,-4%,7%,-3%,-6,12%,27%,-13,5%
Cc1ccc(S(=O)(=O)N2CCOCC2)cc1NC(=O)c1cccc(S(=O)(=O)N2CCCC2)c1,-1%,2%,-7%,-5%,1%,-1%,-1,1%,1%,-8,0%
Cc1cc(C)nc(/N=C(\N)Nc2ccc(CC(=O)OC(C)C)cc2)n1,-3%,0%,u,-1%,1%,-1%,39,10%,0%,-21,-4%
Nc1ccn(CC(=O)NCCNc2ccc([N+](=O)[O-])cn2)c(=O)n1,x,2%,x,x,1%,-7%,-20,-1%,-8%,9,x
OCCC1CN(Cc2c(F)cccc2Cl)CCN1C1CCCC1 (stereo unspecified),4%,-1%,0%,-9%,-1%,2%,3,1%,-1%,6,-3%
N=C1CCCN1CC(=O)c1ccc(Br)cc1,-1%,1%,-9%,-13%,u,-1%,3,-4%,-6%,17,-19%
Cc1ccc(-c2csnn2)cc1,x,5%,x,-4%,u,5%,3,-1%,1%,-6,7%
CCOC(=O)c1[nH]c(C)c(C(=O)OCC)c1C,2%,-1%,12%,-10%,u,0%,-4,-4%,4%,39,12%
O=C(COc1ccccc1)NC(=S)Nc1ccc2c3c(cccc13)CC2,4%,-1%,-5%,10%,-10%,-1%,-20,5%,0%,6,-9%
COC(=O)c1ccc(C(=O)OC)c(NC(=S)N2CCCCC2C)c1 (stereo unspecified),1%,0%,-15%,10%,-1%,x,0,-5%,10%,1,6%
CCOC(=O)c1cnc2c(F)ccc(F)c2c1Sc1ccccc1,3%,3%,x,u,-7%,-8%,-2,-2%,-6%,6,0%
CC(=O)Nc1ccc(NC2=C/C(=N/S(=O)(=O)c3cccs3)c3ccccc3C2=O)cc1,-1%,0%,u,u,u,-15%,3,-6%,11%,u,-33%
Cc1ccc2cc3cc(C(=O)NCCCN4CCCC4=O)oc3nc2c1,-1%,3%,-15%,u,u,-1%,-1,4%,-8%,1,x
COc1ccccc1-n1c(-c2ccccc2)c[nH]c1=S,-2%,11%,2%,-3%,0%,0%,0,-6%,u,7,8%
O=C(Nc1cccc(-c2cccc(Cl)c2)c1)C1CCN(C2CCC2)CC1,5%,-1%,x,1%,u,-4%,10,12%,-10%,8,x
COc1ccc(C(=O)O)cc1S(=O)(=O)NC(C)C,1%,8%,x,-11%,3%,1%,5,15%,1%,14,-2%
C=CCNC(=S)NNC(=O)C(CCCC)CC(C)(C)O (stereo unspecified),0%,1%,15%,-16%,u,1%,2,-6%,-3%,-26,1%
CCN(CC)S(=O)(=O)c1cccc2cc(C(=O)O)c(O)cc12,7%,1%,u,39%[activator],-1%,24%,2,26%,3%,1,-1%
CC1Cc2cc(/C(O)=C3/C(=O)C(=O)N(CCCn4ccnc4)C3c3ccco3)ccc2O1 (stereo unspecified),-1%,5%,15%,-3%,u,3%,1,-11%,-2%,4,-1%
O=c1oc(-c2ccccc2)nc2sc3c(c12)CCCC3,1%,-2%,4%,2%,u,-3%,6,20%,3%,-2,-10%
O=C(Nc1ccccn1)Nc1cccs1,3%,6%,-9%,4%,-23%,4%,4,30%,9%,4,-1%
O=C(Oc1ccc([N+](=O)[O-])cc1)c1ccc(Cl)c(S(=O)(=O)N2CCCCC2)c1,0%,1%,-10%,20%,-1%,x,x,-16%,-3%,6,-9%
O=C(c1c[nH]c2ccccc12)N1CCN(c2ccccc2)CC1,-1%,2%,2%,-8%,15%,-3%,-4,4%,u,0,-2%
COc1cc(CNCc2ccc3c(c2)OCO3)c([N+](=O)[O-])cc1OC,-3%,2%,-12%,u,0%,0%,4,6%,28%,-14,0%[11.5 µM]
C/C(=N/NC(=O)c1cccnc1)C1=C(O)CC(C)(C)CC1=O,1%,6%,-11%,-19%,0%,5%,4,-7%,-3%,20,5%

# Bioassay records (PubChem BioAssay)
